Source: PubChem
tim10-1 inh = inhibits growth of tim10-1 mutant yeast. 2.2% of 330,000 active. inhibition, % at 20 µM. S. cerevisiae tim10-1 ts strain growth, BacTiter-Glo, 24 h;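 active = inhibition of at least 40%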;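 note: mutant grown at 25 °C; 0% = DMSO wells with yeast and 100% = wells holding no yeast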
GRIN3A LBD mod = NR3A (human) ligand-binding domain modulation | AID 1259313 | 2.5% of 340,000 active | Tm shift relative to glycine control, % at 25 µM | NR3A LBD differential scanning fluorimetry, Tm shift; 0% = protein alone, 100% = glycine-bound protein;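 active = melting temperature shift of at least 10% of the positive control shift, at one fixed dose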
UPR CHOP act = apoptotic UPR (CHOP) activation. CHO-CHOP luciferase reporter, luminescence; percent of tunicamycin response over DMSO baseline. activation, % at 10 µM. 0.34% of 330,000 active. AID 449763;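 active = at 10 µM dose, activation of 40% or more, normalized to positive control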;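 note: 100% = tunicamycin at 10 µg/mL and 0% = DMSO alone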
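Assay system: CHO-CHOP cells, stable luciferase reporter of PERK-eIF2a-CHOP signalling / Buffer or medium: F12 plus 10% serum / Compound dosing: one dose, 10 µM in 0.5% DMSO / Times: 6 h compound treatment, 37 °C / Technique: luciferase luminescence / Read-out: % reporter activation, DMSO baseline versus tunicamycin full activation / Benchmarks: tunicamycin and DMSO controls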
tim23-1 inh = tim23-1 yeast growth inhibition | S. cerevisiae tim23-1 growth, BacTiter-Glo luminescence, 24 h | inhibition, % at 20 µM | 1.3% of 330,000 active;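 active = growth inhibition of the mutant yeast at or above 50%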;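 note: temperature-sensitive mutant grown at 25 °C; plate controls were DMSO-treated mutant yeast for no effect and medium wells lacking yeast for full effect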
UPR XBP1 act = activators of adaptive arm of unfolded protein response (XBP1); activation, % at 20 µM; 0.33% of 330,000 active; AID 463104; CHO-XBP1 luciferase reporter, IRE1-XBP1 UPR activation, luminescence; percent of tunicamycin response, DMSO as zero;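 active = versus positive control, 20 µM dose yields 30% or more activation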;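 note: 100% = tunicamycin at 10 µg/mL and 0% = DMSO only wells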
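Test system: CHO-XBP1 luciferase reporter cells | Buffer or medium: Serum-containing F12 medium, 10% FBS | Schedule: 6 h compound exposure at 37 °C, 5% CO2 | Detection: Steady-Glo luciferase glow luminescence, 10 min after reagent addition | Read-out basis: Activation, % of tunicamycin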
APJ agonist = agonists of human APJ apelin receptor | P35414 | activation, % at 20 µM | CHO-K1 APJ PathHunter beta-arrestin, luminescence; 0% DMSO wells, 100% apelin | 0.11% of 330,000 active;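 active = activation more than six SD over the plate average, tested at 20 µM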;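 note: 0% = DMSO alone and 100% = apelin-13 at 10 nM; some results filed as inactive read as strong as hits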
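system = engineered CHO-K1 APJ arrestin reporter cells | input = 1000 cells per well | timing = overnight seeding, 90 min compound at 25 °C, 1 h detection | measured by = enzyme-fragment complementation luminescence | read-out = beta-arrestin recruitment to APJ as agonist activity, luminescent signal | control set = negative DMSO alone, positive Apelin-13 at 10 nM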
TIM10 inh = TIM10 yeast growth inhibition. S. cerevisiae TIM10 strain growth, BacTiter-Glo luminescence, 24 h. AID 463195. inhibition, % at 10 µM. 1.4% of 330,000 active;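 active = inhibition of 40% or more at the single tested concentration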;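 note: wild-type TIM10 isogenic control strain grown at permissive 25 °C; 0% = DMSO yeast wells and 100% = minimal medium wells without yeast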
Mdm2 MdmX PPI = human Mdm2/MdmX binding inhibition; O15151+Q00987; SaOS-2 split-luciferase Mdm2/MdmX complementation, luminescence; inhibition, % at 8 µM; 3% of 330,000 active;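 active = inhibition of at least 50% at 8 µM in the primary screen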
Target sequence (O15151 whole entry, looked up): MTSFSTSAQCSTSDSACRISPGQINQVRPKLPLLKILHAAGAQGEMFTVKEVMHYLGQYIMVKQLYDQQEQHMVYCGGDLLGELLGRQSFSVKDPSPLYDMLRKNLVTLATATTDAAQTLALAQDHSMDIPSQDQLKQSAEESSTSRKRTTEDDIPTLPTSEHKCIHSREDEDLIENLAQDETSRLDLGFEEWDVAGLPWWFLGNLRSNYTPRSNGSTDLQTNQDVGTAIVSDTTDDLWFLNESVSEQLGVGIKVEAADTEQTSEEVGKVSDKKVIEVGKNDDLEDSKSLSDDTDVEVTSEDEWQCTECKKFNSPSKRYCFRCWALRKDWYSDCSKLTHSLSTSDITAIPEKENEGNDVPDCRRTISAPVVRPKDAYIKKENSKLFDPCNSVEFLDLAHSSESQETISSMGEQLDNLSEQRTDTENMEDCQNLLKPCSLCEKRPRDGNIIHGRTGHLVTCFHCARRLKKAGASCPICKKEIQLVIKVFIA
Target sequence (Q00987 whole entry, looked up): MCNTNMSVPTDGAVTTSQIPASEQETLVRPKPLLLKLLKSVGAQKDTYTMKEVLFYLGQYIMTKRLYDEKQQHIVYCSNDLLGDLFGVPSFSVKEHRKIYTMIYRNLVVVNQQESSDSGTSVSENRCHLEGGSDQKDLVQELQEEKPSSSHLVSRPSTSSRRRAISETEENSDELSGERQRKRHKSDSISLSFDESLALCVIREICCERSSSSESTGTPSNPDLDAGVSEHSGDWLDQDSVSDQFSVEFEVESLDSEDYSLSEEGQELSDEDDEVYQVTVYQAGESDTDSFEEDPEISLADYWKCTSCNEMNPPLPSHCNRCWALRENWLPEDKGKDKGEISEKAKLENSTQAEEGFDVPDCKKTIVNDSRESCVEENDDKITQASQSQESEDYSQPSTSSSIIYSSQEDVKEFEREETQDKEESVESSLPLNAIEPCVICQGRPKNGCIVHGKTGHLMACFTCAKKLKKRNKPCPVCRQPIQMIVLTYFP
NLRP3 yeast inh = NALP3 inhibition in yeast; 0.39% of 330,000 active; inhibition, % at 10 µM; Yeast reconstituted NLRP3/ASC/caspase-1, beta-gal luminescence, 24 h;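 active = inhibition of 50% or more; inactive = inhibition below 50%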;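 note: plate controls were induced DMSO wells for no effect and uninduced yeast grown without galactose for full effect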
* marks the source's active call; other numbers are inactive results; · = not tested or not shown.

SMILES | tim10-1 inh | GRIN3A LBD mod | UPR CHOP act | tim23-1 inh | UPR XBP1 act | APJ agonist | TIM10 inh | Mdm2 MdmX PPI | NLRP3 yeast inh
CC(C)(O)C1CC[C@@](C)([C@@H]2CC[C@]3(C)[C@H]2[C@H](O)CC2[C@@]4(C)CCC(O)C(C)(C)C4C(OC4OC(CO)C(O)C(O)C4O[C@@H]4OCC(O)C(O)C4O)C[C@]23C)O1 (stereo partly specified) | 15 | -2 | 2.8 | 19 | -1 | -2 | 0 | 18 | -10
Cc1cnc(C(=O)OCc2csc(CC(=O)Nc3ccccc3C)n2)cn1 | 16 | 1 | 0.0 | 11 | -5 | -6 | 7 | 21 | 20
CCN1CCC(N2CCN(c3ccc(F)cc3)CC2)CC1 | 6 | 3 | 0.0 | -8 | -3 | 0 | -10 | -5 | 14
COc1cc(C(=O)NCCOc2cc(C)ccc2C(C)C)cc(OC)c1OC | 11 | -3 | 2.8 | 25 | -3 | -4 | 11 | 21 | 17
CC(C)CC(NC(=O)OC(C)(C)C)C(=O)NCc1ccccc1 (stereo unspecified) | -1 | -3 | -0.7 | 0 | -3 | -4 | -2 | 23 | 28
CC(C)(C)C1(O)CC(C(F)(F)F)=NN1C(=O)Cc1ccc([N+](=O)[O-])cc1 (stereo unspecified) | 29 | -2 | 1.5 | 22 | -3 | -2 | 17 | 16 | -5
COc1cc(/C=N/NC(=S)Nc2cccnc2)cc(OC)c1O | 20 | 1 | -1.0 | -3 | 4 | 1 | -6 | -1 | 8
C=CCn1nc(-c2ccccc2)c2c(C)onc2c1=O | 13 | 0 | -1.3 | 6 | 5 | -2 | -1 | 14 | -6
C=CCOC(=O)C1=C[C@H](c2ccc(C(F)(F)F)cc2)C[C@H](OCCCCO)O1 | 15 | -2 | 1.6 | 13 | -2 | -3 | 10 | -7 | 3
C=CCc1cccc(C2Nc3ccccc3C(=O)N2O)c1O (stereo unspecified) | 2 | 2 | 0.5 | 6 | -4 | -5 | 16 | 72* | 13
O=C(NC(=S)Nc1ncccn1)c1ccc(Cl)cc1Cl | 14 | 0 | 4.3 | 7 | 5 | -3 | 2 | -43 | 11
CC(C)n1ncc(N2CCOCC2)c(Cl)c1=O | 17 | -2 | -1.3 | 13 | 0 | 0 | 9 | -14 | 3
Cc1ccc(NS(=O)(=O)c2ccc(NC(=O)c3cccs3)cc2)c(C)c1 | 7 | 29* | -1.6 | 6 | -3 | 0 | 4 | 19 | 3
O=C(CSc1nc2ccccc2[nH]1)Nc1ccccc1N1CCOCC1 | 13 | -1 | 0.8 | 14 | 0 | -3 | 17 | -2 | 7
CC(=O)Nc1ccc(S(=O)(=O)N2CCCC3CCCCC32)cc1 (stereo unspecified) | 11 | 1 | 1.6 | 35 | 1 | 11 | 12 | -6 | 2
O=C(c1noc2c1CSc1ccccc1-2)N1CCN(c2ccc(Cl)cc2)CC1 | 10 | -1 | -1.2 | 4 | -1 | -5 | 5 | 0 | 5
Cc1ccc(OCCC(=O)OCC(=O)NCc2ccccc2)cc1 | 19 | 0 | -2.1 | 0 | -4 | 0 | -11 | 25 | 11
CCN(C(=O)CN1CCCCC1)C1(C)C(=O)c2ccccc2C1=O | 10 | 0 | -2.4 | -11 | 1 | -2 | -6 | 23 | 10
CCOC(=O)N1CCC(Nc2nc3ccccc3n3nnnc23)CC1 | 12 | 5 | 3.8 | 28 | -1 | -1 | 16 | -3 | 16
N#C/C(=C\N1CCCCC1)S(=O)(=O)c1ccc(Cl)cc1 | 8 | 0 | 2.4 | -4 | -2 | 2 | -8 | 12 | 8
C#CCSc1nnc(CSc2nc3ccccc3s2)n1-c1ccccc1 | 37 | -2 | 3.8 | 39 | -1 | -2 | 20 | -4 | 16
CCc1nn2cc(C(=O)c3ccccc3O)cnc2c1-c1ccc(F)cc1 | -2 | -2 | 0.6 | 15 | -3 | 0 | -7 | 16 | -73
O=c1ccn(Cc2ccc(F)cc2)c2ccnc(C(F)(F)F)c12 | 23 | 1 | 0.3 | 3 | -3 | 2 | 11 | -12 | -5
Cc1sc2nc(COC(=O)c3ccc(O)cc3)[nH]c(=O)c2c1C | -15 | -6 | -0.4 | -8 | 0 | -1 | -18 | 11 | 7
O=C(O)C1C2CC2CN1C(=O)c1ccc(Cl)cc1Cl (stereo unspecified) | 14 | -1 | 1.0 | 15 | -1 | -4 | -17 | 10 | -5
SMILES | tim10-1 inh | GRIN3A LBD mod | UPR CHOP act | tim23-1 inh | UPR XBP1 act | APJ agonist | TIM10 inh | Mdm2 MdmX PPI | NLRP3 yeast inh
O=C(CCc1ccc(O)cc1)c1c(O)cc(O)cc1O | 9 | 21* | 0.1 | 17 | 5 | 4 | -13 | -3 | 4
O=C(N/N=C/c1ccc(OCc2ccccc2)cc1)c1ccc(O)cc1 | 16 | 28* | 2.5 | 7 | 1 | 2 | 14 | -25 | 13
COCCn1c(-c2ccco2)csc1=Nc1cccnc1 | 22 | 1 | 0.0 | 16 | -1 | -3 | -2 | 11 | 1
O=C(NCCc1ccco1)C(=O)NCC1OCCCN1S(=O)(=O)c1cc(F)ccc1F (stereo unspecified) | 11 | -3 | 2.3 | 16 | -4 | 5 | 0 | -3 | 0
CCn1c(CCNS(=O)(=O)c2ccccc2Br)nnc1SC | -6 | 0 | 0.4 | 16 | -1 | 4 | -10 | -23 | 14
O=C(/C=C/c1cnc2ccccc2n1)NC12CC3CC(CC(C3)C1)C2 | 15 | -2 | 2.6 | 31 | -4 | 0 | 17 | 25 | 16
CC(Sc1ncnc2ccccc12)C(=O)Nc1ccc2c(c1)OCCO2 (stereo unspecified) | 6 | -3 | -0.1 | 14 | 1 | -2 | 18 | 37 | 14
Cc1ccc(NC(=O)C2CCN(S(=O)(=O)c3ccc(N4CCCC4=O)cc3)CC2)cc1Cl | -1 | 2 | 6.1 | 3 | -4 | 10 | -7 | 29 | 22
O=C(Cn1c(=O)n(-c2cccc(C(F)(F)F)c2)c(=O)c2sccc21)NCC1CCCO1 (stereo unspecified) | 9 | -1 | -1.2 | 3 | -2 | 1 | 0 | 1 | 21
CCN1CCCC1CNS(=O)(=O)c1ccc(Br)cc1 (stereo unspecified) | 10 | -1 | -1.3 | 9 | -1 | -1 | -6 | -16 | 19
O=c1c(-c2ccc(Br)cc2)coc2c(CN3CCOCC3)c(O)ccc12 | 8 | 0 | 0.4 | 28 | 0 | 0 | 13 | -21 | -1
CCCCNC(=O)NC1C(NC(=O)NCCCC)N(C)C(=O)N1C (stereo unspecified) | -4 | 7 | -0.6 | 9 | 2 | -2 | 1 | 17 | 22
CC1CN(S(=O)(=O)c2ccc(C(=O)Nc3nnc(-c4ccco4)o3)cc2)CC(C)O1 (stereo unspecified) | 13 | -16 | -0.7 | 18 | -1 | -5 | 0 | -4 | 17
COc1ccc(C(=O)Cn2c(C)nc([N+](=O)[O-])c2Br)cc1 | 15 | -2 | 3.9 | 26 | -2 | 0 | 18 | 38 | -2
CCOC(=O)C(C(=O)NCC1CCCO1)C1CCCCC1 (stereo unspecified) | 9 | 2 | 0.6 | 3 | -2 | -5 | -12 | 0 | 13
Cc1cccc2nc(CNC(=O)CC3C(=O)NCCN3Cc3cccc(F)c3)cn12 (stereo unspecified) | -11 | 1 | 0.0 | 3 | -2 | 1 | 7 | 2 | 2
CC(C)CCNC(=O)C1CCC(=O)N1CCc1ccccc1 (stereo unspecified) | 18 | -1 | -0.6 | 13 | -2 | -3 | -1 | 4 | 6
COc1cccc2cc(C(=O)N3CCCCCCC3)c(=O)oc12 | 4 | 0 | 5.0 | 15 | -3 | -1 | -7 | 1 | 26
O=C(c1ccc(OC2CCN(CCCc3ccccc3)CC2)cc1)N1CCCC1 | 8 | 0 | 2.5 | 3 | -4 | -3 | -1 | -33 | 18
COc1ccc(OC)c(NC(=O)CSc2nnc(CNc3ccc(C)cc3C)o2)c1 | 29 | -3 | 0.2 | 17 | -4 | -4 | 2 | 27 | 3
c1ccc(-c2[nH]ncc2CN2CCc3ccccc3C2)cc1 | -2 | 1 | 1.3 | 3 | 1 | -4 | 11 | 3 | 8
CN=C1S/C(=C\c2ccc(N3CCCC3)c(F)c2)C(=O)N1C | 39 | 1 | 11 | 23 | 3 | -1 | 31 | -38 | 37
COc1ccc(C(=O)Nc2ccc(NC(=O)c3ccccc3)cc2)cc1S(=O)(=O)N1CCOCC1 | -21 | 32* | 1.4 | -15 | 16 | -2 | -18 | 86* | 15
Cc1ccc(NC(=O)C2CCCCC2)cc1C | 9 | 1 | -0.5 | 29 | 2 | 5 | 3 | 13 | 23
Cc1nc2cc(C(=O)OCC(=O)NC34CC5CC(CC(C5)C3)C4)ccc2n1-c1ccccc1 | 40* | -8 | -0.7 | 34 | -2 | 0 | 28 | 14 | 1
SMILES | tim10-1 inh | GRIN3A LBD mod | UPR CHOP act | tim23-1 inh | UPR XBP1 act | APJ agonist | TIM10 inh | Mdm2 MdmX PPI | NLRP3 yeast inh
COc1ccc(OCCCN2CCc3ccccc3C2)cc1 | 6 | 0 | 9.3 | 6 | -2 | -4 | -9 | 12 | 35
CCN(CC)C(=O)CSc1nc2sc3c(c2c(=O)n1CCCOC)CCC3 | 7 | -2 | -1.2 | 28 | 0 | -1 | 8 | 18 | 14
O=C(CCCOc1ccc(Cl)cc1Cl)NCC1CCCO1 (stereo unspecified) | 16 | -1 | -0.9 | -3 | -4 | -4 | -13 | 8 | 17
Cc1occc1C(=O)N=Nc1c(O)[nH]c2ccc(Br)cc12 | 15 | · | 4.7 | -22 | 1 | 0 | -20 | -116 | 17
Nc1cc(-c2nn[nH]n2)ccc1F | 17 | -1 | 0.8 | -4 | -3 | 0 | -5 | -2 | 4
O=C(NC(NC(=O)c1c(F)cccc1F)c1ccc([N+](=O)[O-])cc1)c1c(F)cccc1F | -5 | 0 | -1.4 | 7 | -1 | -1 | -1 | -17 | 0
CC1CCCC(C)N1/N=C/c1ccc(O)cc1 (stereo unspecified) | 14 | -3 | 0.1 | 27 | 0 | -3 | 16 | -4 | 9
c1ccc(-c2nc(-c3nccc4ccccc34)oc2-c2ccccc2)cc1 | 17 | -2 | -3.3 | 25 | -4 | -6 | 23 | -51 | 3

Another view of part of the listing above.
SMILES	tim10-1 inh	GRIN3A LBD mod	UPR CHOP act	tim23-1 inh	UPR XBP1 act	APJ agonist	TIM10 inh	Mdm2 MdmX PPI	NLRP3 yeast inh
COc1ccc(OCCCN2CCc3ccccc3C2)cc1	6	0	9.3	6	-2	-4	-9	12	35
O=C(NC(NC(=O)c1c(F)cccc1F)c1ccc([N+](=O)[O-])cc1)c1c(F)cccc1F	-5	0	-1.4	7	-1	-1	-1	-17	0
c1ccc(-c2nc(-c3nccc4ccccc34)oc2-c2ccccc2)cc1	17	-2	-3.3	25	-4	-6	23	-51	3
CCN(CC)C(=O)CSc1nc2sc3c(c2c(=O)n1CCCOC)CCC3	7	-2	-1.2	28	0	-1	8	18	14
Nc1cc(-c2nn[nH]n2)ccc1F	17	-1	0.8	-4	-3	0	-5	-2	4
